High-throughput results: PubChem BioAssay, Fisher Drug Discovery Resource Center
mcGAS lum: mouse cGAS inhibition by luminescence; Q8C6L5; recombinant cGAS, Kinase-Glo ATP depletion luminescence; inhibition, % at 12.5 µM; 0.15% of 160,000 active; AID 1259399;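 further: 0% = negative control wells and 100% = reference inhibitor with no enzyme activity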
hcGAS inh: inhibitors of human cGAS; Q8N884; recombinant h-cGAS, ATP depletion, Kinase-Glo luminescence; inhibition, % at 12.5 µM; 0.081% of 290,000 active;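 further: 0% = vehicle reaction and 100% = reaction without DNA for no activity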
Target sequence (Q8N884 whole entry, looked up): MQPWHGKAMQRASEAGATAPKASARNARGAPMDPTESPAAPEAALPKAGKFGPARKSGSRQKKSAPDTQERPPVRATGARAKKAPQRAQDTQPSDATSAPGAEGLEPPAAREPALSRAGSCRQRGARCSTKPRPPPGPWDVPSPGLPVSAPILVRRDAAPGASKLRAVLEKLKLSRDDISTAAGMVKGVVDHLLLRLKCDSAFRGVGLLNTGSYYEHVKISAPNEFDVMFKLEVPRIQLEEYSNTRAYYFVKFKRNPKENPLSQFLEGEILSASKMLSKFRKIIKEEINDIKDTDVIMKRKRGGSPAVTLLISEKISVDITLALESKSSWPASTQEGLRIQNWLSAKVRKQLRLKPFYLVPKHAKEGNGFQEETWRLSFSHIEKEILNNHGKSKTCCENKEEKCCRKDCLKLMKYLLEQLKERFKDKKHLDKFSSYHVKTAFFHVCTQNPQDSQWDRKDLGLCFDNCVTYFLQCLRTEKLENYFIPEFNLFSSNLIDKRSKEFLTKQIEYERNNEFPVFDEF
NPYLR7 ag: mosquito NPYLR7 agonism | HEK293T NPYLR7/Galpha15, GCaMP6s calcium fluorescence | activation, % at 10 µM | 0.15% of 270,000 active | AID 1259423; in the data active means activation above about 40%;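 further: 0% = vehicle and 100% = reference agonist at the receptor; some compounds past the cut are filed as inactive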
Starred values were filed as active, the others as inactive; . = no result given; & = joins results of further samples. Unless noted, no stated cut-off is given here; in the data, active means inhibition above about 40%; inactive means the rest.

Values in the order: mcGAS lum, hcGAS inh, NPYLR7 ag
- O=C(NC(C(=O)NC1CC1)C1CCN(C(=O)C2CC2)CC1)c1cccs1 (stereo not given)
  -1, -1, -8
- Cc1ccccc1N=c1oc2ccc(Cl)cc2cc1C(N)=O
  -4, 0, -8
- COCCN1CC(CO)C2(CCN(C(=O)C3CC=CC3)CC2)C1 (stereo not given)
  -7, 45*, .
- C#CCN(C(=O)c1cc2ccccc2[nH]1)C1CCCCC1
  3, 5, 1
- CCOC(=O)c1c(NC(=O)c2ccc(OC)c([N+](=O)[O-])c2)sc2c1CC(C)(C)SC2
  0, 2, -10
- CCC(C)OC(=O)C1=C(C)NC2=C(C(=O)CC(c3ccc(Cl)cc3)C2)C1c1ccccc1F (stereo not given)
  -7, -4, 11
- N#CC1(c2ccc(N)cc2)CCCC1
  ., -2, -13
- O=C(Nc1cc(-c2ccc(Br)s2)[nH]n1)c1cnccn1
  ., -4, 6
- Cc1onc(-c2c(Cl)cccc2Cl)c1C(=O)N1CCC2(CC1)C(=O)NCN2c1ccccc1
  ., -3, 0
- COC(C(=O)Nc1ccnn1C1CCN(C(=O)c2cccs2)CC1)c1ccccc1 (stereo not given)
  ., -8, 7
- COc1ccc2cc(C(C)C(=O)O)ccc2c1 (stereo not given)
  -3&-3, -2&-2, -3&0
- N#Cc1ccc(S(=O)(=O)NC2CC3CCC(C2)N3CCc2ccccc2)cc1 (stereo not given)
  -6, -5, -1
- CCOc1ccccc1-c1noc(COc2ccc(Cl)cc2C(C)=O)n1
  0, 0, -13
- O=C(OCc1nc2ccccc2o1)C1CCCN1C(=O)NC1CCCCC1 (stereo not given)
  -16, -6, -2
- CC(SCc1cc(=O)n(C)c(=O)n1C)c1ccccc1 (stereo not given)
  ., 2, 1
- COc1ccccc1CCN1CCC(CN(C)C(=O)Cc2cccc(F)c2)CC1
  ., -8, 9
- COc1ccc(-c2ccc(=O)n(CCCC(=O)Nc3ccccc3C(F)(F)F)n2)cc1
  -8, -3, 6
- CC(=O)Oc1ccc(CSc2nnc(-c3cc(-c4ccccc4)nc4ccccc34)n2Cc2ccco2)cc1
  -7, -9, -7
- CC1(C)CC(O[Si](C)(C)OC2CC(C)(C)NC(C)(C)C2)CC(C)(C)N1
  -4, -3, .
- COCCN(Cc1ccsc1)Cc1ccc(C(O)(c2ccc(OC)cc2)c2ccc(OC)cc2)o1
  -5, -5, -3
- CCCC1=C(C(=O)OCC)C(c2ccccc2F)NC(=O)N1 (stereo not given)
  0, 0, 0
- CCN(C)C(=O)c1coc(CN(Cc2ccc(C)cc2)Cc2cccc(C(F)(F)F)c2)n1
  -8, -3, 18
- O=C(NCc1ccc(OC(F)(F)F)cc1)c1cncn1-c1cccc(-c2ccccc2C(F)(F)F)c1
  -4, -1, 23
- COc1ccc(C(=O)OCc2cc(-c3cc4ccccc4o3)on2)cc1OC
  ., -4, -1
- CCN1CCN(C(=O)c2cc(NC(C)=O)c3c(c2)nc(-c2ccccc2F)n3CC)CC1
  ., 2, -6
- COc1ccc([C@@H](C)NC(=O)[C@@H]2C[C@H](NC(=O)N3CCOCC3)CN2C)cc1
  -11, -8, 28
- CC(C)CN(C(=O)C1CCCCC1)C1CCS(=O)(=O)C1 (stereo not given)
  ., -8, 1
- CC(C)(C)CC(NC(=O)c1ccc2nc[nH]c2c1)c1cccnc1 (stereo not given)
  ., -3, 3
- O=C(OCC(=O)N(Cc1ccco1)C12CC3CC(CC(C3)C1)C2)c1cnccn1
  ., -1, -3
- CC(C)(C)c1cc(Br)cc(Br)c1O
  ., -3, 3

An excerpt from above in order of molar mass, descending.
Values in the order: mcGAS lum, hcGAS inh, NPYLR7 ag
- O=C(NCc1ccc(OC(F)(F)F)cc1)c1cncn1-c1cccc(-c2ccccc2C(F)(F)F)c1
  -4, -1, 23
- CC(C)(C)CC(NC(=O)c1ccc2nc[nH]c2c1)c1cccnc1 (stereo not given)
  ., -3, 3
- CC(C)CN(C(=O)C1CCCCC1)C1CCS(=O)(=O)C1 (stereo not given)
  ., -8, 1

(continued)
Values in the order: mcGAS lum, hcGAS inh, NPYLR7 ag
- C=CCOc1c(Br)cc(Br)c2cccnc12
  ., 2, 4
- Cc1nccn1-c1cccc(NC(CCO)C(C)C)n1 (stereo not given)
  ., -3, 13
- COc1ccc(Cl)cc1-n1nnc(-c2nc(-c3ccccc3C)no2)c1C
  -8, -9, 2
- NC(=O)c1ccc(NC(=O)CN2CCCSc3ccccc32)cc1
  ., 2, 6
- N#CCN(CC#N)C(=O)Cc1cccs1
  ., -6, 11
- CC1(C)O[C@@H]2C[C@@](OCc3cccc(Cl)c3)(C(=O)NCC3CC3)CC(OCc3ccc(F)cc3)[C@@H]2O1 (stereo not given in full)
  -8, -3, 23
- CNC(=O)C1CCCN(S(=O)(=O)c2c(C)nn(CC(=O)N3CCCC3)c2C)C1 (stereo not given)
  -5, -10, .
- CNc1ccccc1C(=O)N1CCc2c([nH]c3ccccc23)C1=O
  ., -2, -6
- OC(c1cc(F)cc(Cl)c1)c1ncc(-c2ccc(Cl)cc2)[nH]1 (stereo not given)
  ., -5, 2
- Cc1cc(=O)n(CC(=O)Nc2cnc3n2CCCC3)c2ccccc12
  ., -2, 4
- COCCC(=O)Nc1ccc2c(c1)CN(Cc1ccccc1OC1CCCC1)CC2
  -3, -4, 9
- Cc1ccc(C2(O)CCN(S(=O)(=O)c3ccc(C)c(F)c3)CC2)nc1
  ., -1, -3
- COc1cccc(-n2nnc3c(SCc4ccc([N+](=O)[O-])cc4)ncnc32)c1
  -5, -3, 5
- CN(CCc1nc2ccccc2[nH]1)C(=O)C1CCC(=O)N(CC2CCCCC2)C1 (stereo not given)
  ., -1, 3
- CN(C)c1ccc(-c2ccc3c(c2)N(CCN2CCOCC2)C(=O)COC3)cc1
  ., -2, 1
- CC(=O)N1C(=O)/C(=C\c2cccnc2)NC1=S
  5, 5, -11
- COc1ncc(C(=O)N2CCC(c3cc(C(C)C)n[nH]3)CC2)cn1
  -15, -4, 3
- COCCN(CC(=O)Nc1nc(CC(=O)N2CCN(c3ccccc3OC)CC2)cs1)C(=O)c1ccc(F)cc1
  -4, -2, 15
- CN(CCN1CCCC1)CC1(O)CCCN(Cc2ccc(F)c(F)c2)C1=O (stereo not given)
  -10, -7, 3
- O=C(O)[C@H]1C[C@@H](C(=O)N2CCCC2)CN(Cc2ccccn2)C1
  ., -6, 7
- CCn1nnc2c(SCC(=O)N3CC(C)OC(C)C3)ncnc21 (stereo not given)
  ., -4, 1
- CCCCS(=O)CC(CS(=O)CCCC)OC(=O)c1ccc(C)cc1 (stereo not given)
  -8, -11, -1
- CC(NC(=O)C12CC3CC(CC(C3)C1)C2)C(=O)NN=C1CCCC(=O)C1 (stereo not given)
  -6, -10, 0
- COc1ccc(C(=O)N2CCN(C(c3ccccc3)c3ccc(Br)cc3)CC2)cc1F (stereo not given)
  -7, -6, -2
- Cc1ccc(-c2nc(C)c(C(C)C)c(N3CCN(C(=O)Nc4cccc(F)c4)CC3)n2)cc1
  -6, -10, 12
- COc1cccc(Cn2c(=O)c(C(=O)O)nn(-c3ccc(F)cc3)c2=O)c1
  ., 6, -3
- Cc1ccccc1-c1csc(=O)n1Cc1ccc(C(N)=O)cc1
  ., -4, 7
- FC(F)Oc1ccc(NC(=S)N2CCc3ccccc32)cc1
  ., -6, 2
- Cc1nnc(C2CCCN2C(=O)CCc2cccc(F)c2)o1 (stereo not given)
  ., -3, 3
- Cn1c(=O)n(Cc2ccccc2)c(=O)c2c1nc1oc(-c3ccc(F)cc3)cn12
  ., 2, -7

The list goes on.
compound,mcGAS lum,hcGAS inh,NPYLR7 ag
COc1ccc(NS(=O)(=O)CCN2C(=O)c3ccccc3C2=O)cc1,.,-1,17
Cc1sc2nc(-c3cccs3)nc(Sc3nnc(CN4CCCC4)o3)c2c1C,.,-8,-1
Cc1nc(N2CCOCC2)sc1/C=C(/C#N)c1ccccn1,-4,-8,49
CCOc1ccc(NC(=O)c2nnn(-c3ccccc3)c2N)cc1,.,-11,10
CCCC(O)CN(Cc1ccc2c(c1)OCO2)Cc1cc(C)ccc1C (stereo not given),-7,-7,22
Cc1ccccc1CSc1nc2cc(S(=O)(=O)N3CCCC3)ccc2n1CC1CCCO1 (stereo not given),-8,-6,.
CCOc1ccc(-c2nc(Cn3nnc(C(=O)Nc4c(C)cccc4C)c3C)c(C)o2)cc1,-11,-5,3
CCOC(=O)c1c(NC(=O)c2cnn3c(C(F)(F)F)cc(-c4ccccc4)nc23)sc2c1CCC2,-6,-6,-9
Cc1cc(C)cc(NC(=O)N2CCN(c3ccc4nnc(C5CC5)n4n3)CC2)c1,-1,2,-1
C=CCn1c(=S)[nH]c2sc3c(c2c1=O)CCC3,.,-3,-10
CN(CCn1ccc2ccccc21)C(=O)[C@@H](O)c1ccccc1,.,-8,3
CCOC(=O)c1sc2nn[nH]c(=O)c2c1C,.,-4,1
Cc1ccc(NS(C)(=O)=O)c(NC(=O)c2cccc(C)n2)c1,-16,-6,-2
O=C(NCc1ccco1)c1coc(CN(Cc2cccc(Cl)c2)Cc2cccc(C(F)(F)F)c2)n1,-4,-2,.
C=C(C)CN(C)C(=O)CC(c1cccc(Cl)c1)c1ccccc1O (stereo not given),.,-9,10
COc1ccc(N2CCN(C(=O)CCN(Cc3ccco3)c3nc(Cc4ccc(F)cc4)ns3)CC2)cc1,-5,-5,.
CC(C)N(Cc1cc(Cl)ccc1OS(C)(=O)=O)C(=O)c1cccc(F)c1,0,1,-2
COc1ccc(-c2nnc3ccc(OCCNC(=O)Nc4ccccc4C)nn23)cc1OC,0,-2,-6
C=CCN(CC(=O)Nc1ccc(N2CCOCC2)cc1)CC(=O)Nc1ccc(N2CCOCC2)cc1,.,-10,-3
COc1ccccc1CCNC(=O)C(C1CCCC1)N1CCN(C(=O)c2ccc(OC)c(OC)c2)CC1 (stereo not given),-3,-1,-5
CCCCCCCC(=O)NCc1ccc(-c2ncc(-c3ccc(N4CCOCC4)cc3)[nH]2)cc1,-7,-9,1
CCN(CC)C(=O)c1ccc(Cl)c(NC(=O)c2ccccn2)c1,-14,-6,.
Cc1cc(C(=O)N2CCN(Cc3ccc(C(F)(F)F)cc3)CC2)n[nH]1,.,-6,3
O=C(c1cccc(S(=O)(=O)N2CCCC2)c1)N1CCCc2cccc(F)c21,.,0,-3
CCOc1ccccc1CN1CCN(Cc2cccc3cnccc23)CC1CCO (stereo not given),.,0,2
O[C@@H]1CN(C2CCN(c3cccc(Cl)c3)CC2)CC[C@H]1N1CCCCCC1,-11,-10,18
CCc1nc2ccc(C(=O)NCCCN3CCCC3=O)cn2c1N(CC)CCN(C)C,-4,-8,6
Cc1cc(C)nc(SCc2cc(=O)c(OC(=O)c3ccccc3Br)co2)n1,-4,-6,-13
COCCC(=O)N1CCC(n2c(Cc3ccccc3)nc3ccccc32)CC1,-5,-3,-4
O=C(c1ccccc1)c1ccc(CN2CCCCC2C(=O)O)s1 (stereo not given),.,-9,2
O=C(Nc1ccc(Oc2cccnc2)cc1)C1CCN(C/C=C/c2ccccc2)CC1,-10,-8&-5,8&13
CCCC(=O)N(CCCN1CCOCC1)c1nc2ccc(F)cc2s1,1,4,-6
CC(=O)Oc1c(-c2ccc(NC(=O)c3ccc(Cl)cc3)cc2)c(-c2cccc(N(C)C)c2)nn1-c1ccc(F)cc1,-5,-12,5
COCCN(CCOC)C(=O)Cn1cnc2ccc(Br)cc2c1=O,-7,-2,5
COc1ccc(NC(=O)N2CCN(C(C(=O)N3CCCC3)C3CCCC3)CC2)cc1 (stereo not given),-5,-2,-7
CN(C)c1nc(N)cc(N2CCC3(CCNCC3)C2)n1,-10,1,.
CCCCc1ccc(C(=O)N2CCN(C(=O)c3ccccc3)CC2)nc1,-1,1,.
CC(C)Oc1cccc(F)c1-c1cc(N2CCOCC2)nc(N)n1,.,-4,-1
COc1ccc(Cl)cc1C(=O)Nc1cc(C2CC2)nn1-c1nc(C)cc(=O)[nH]1,.,0,0
CNC(=O)Cn1c(CO)cnc1SCc1cccc(Cl)c1,-8,-5,5
N#CCc1c(C#N)c(N)nc(N2CCCC(O)C2)c1C#N (stereo not given),.,0,5
CCOC(=O)c1ccoc1CN(Cc1ccc(C)o1)C1CC1,.,-9,7
Cc1cc(C(=O)N/N=C\c2ccc(N(C)C)cc2)c2ccccc2n1,-1,-2,4
COc1ccccc1-n1nnc(C(=O)Nc2nccs2)c1C,-7,-9,-2
CCN1CCN(C(=O)N[C@@H](C(=O)N[C@@H]2C(=O)N3C(C(=O)O)=C(CSc4nnnn4C)CS[C@H]23)c2ccc(O)cc2)C(=O)C1=O,.,-3,-4

Reprinted at random: 4 records from the list, in no set order.
compound,mcGAS lum,hcGAS inh,NPYLR7 ag
COc1ccc(NC(=O)N2CCN(C(C(=O)N3CCCC3)C3CCCC3)CC2)cc1 (stereo not given),-5,-2,-7
CCCC(=O)N(CCCN1CCOCC1)c1nc2ccc(F)cc2s1,1,4,-6
COc1ccccc1-n1nnc(C(=O)Nc2nccs2)c1C,-7,-9,-2
CN(C)c1nc(N)cc(N2CCC3(CCNCC3)C2)n1,-10,1,.
